TRb-SRC2 inh: qHTS for Inhibitors of the Interaction of Thyroid Hormone Receptor and Steroid Receptor Coregulator 2; Thyroid hormone receptor beta (Homo sapiens), P10828; TRbeta-SRC2 peptide binding, fluorescence polarization; receptor liganded with 1 µM T3; Potency, µM (top dose mostly 106 µM), for the others: at the top dose activity change, negative = inhibition, actives largely listed as inhibitors; AID 1469, 2008; hit rate 0.065% among 280,000;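 also: plate controls were bound peptide for no effect and peptide without receptor for full effect; nearly all actives have a fitted effect of over 50% in size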
Target sequence (P10828 whole entry, looked up): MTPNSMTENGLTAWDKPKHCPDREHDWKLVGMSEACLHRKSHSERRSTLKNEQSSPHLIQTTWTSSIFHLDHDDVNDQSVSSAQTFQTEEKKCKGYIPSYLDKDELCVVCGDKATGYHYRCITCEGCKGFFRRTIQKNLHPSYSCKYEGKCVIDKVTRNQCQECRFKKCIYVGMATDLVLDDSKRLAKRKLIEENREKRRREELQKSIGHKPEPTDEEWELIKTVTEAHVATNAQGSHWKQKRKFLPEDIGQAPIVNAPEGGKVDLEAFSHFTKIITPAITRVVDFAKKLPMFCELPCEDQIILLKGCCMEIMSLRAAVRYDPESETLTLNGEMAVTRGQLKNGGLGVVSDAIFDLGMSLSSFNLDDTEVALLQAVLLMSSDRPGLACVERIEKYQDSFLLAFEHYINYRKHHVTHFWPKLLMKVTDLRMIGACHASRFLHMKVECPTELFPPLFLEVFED
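Human TRb ligand-binding domain (0.6 uM) is mixed with 20 nM Texas Red SRC2 peptide and 1 uM T3; after compound addition and 5 hr at ambient temperature, polarization is measured and normalized to unbound and bound controls.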
TR SRC2 fluor cs: Total Fluorescence Counterscreen for Inhibitors of the Interaction of Thyroid Hormone Receptor and Steroid Receptor Coregulator 2. TRb/SRC2 Texas Red total fluorescence interference. hit rate 0.29% among 280,000. Potency, µM (titrated, usually from 106 µM), for inactives: top-dose fluorescence change, negative = quenching; active = well fitted curve in either direction with a large enough effect; inconclusive = small, poorly fitted or top-dose-only effect
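Human TRb ligand-binding domain at 0.6 uM with 20 nM Texas Red SRC2 peptide in Tris buffer containing 1 uM T3 and 5% DMSO, incubated with compound 5 h at ambient temperature. Total fluorescence (555/632 nm) calculated as parallel + 2 × perpendicular.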
GAA glycogen mod: qHTS Assay for Inhibitors and Activators of Human alpha-Glucosidase Cleavage of Glycogen | Lysosomal alpha-glucosidase (Homo sapiens), P10253 | recombinant GAA, glycogen substrate, Amplex Red glucose oxidase fluorescence | Potency, µM (top dose mostly 76.4 µM), for the others: at the highest dose activity change, negative = inhibition, usual class: inhibitors | hit rate 0.38% among 300,000 | AID 2100, 2009;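 also: 0% = full enzyme reaction and -100% = no-enzyme basal signal; the screen sought inhibitors and activators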
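Recombinant enzyme (4 nM final) with compounds titrated up to 77 uM and bovine liver glycogen (30 ug) in citrate pH 5.0, 0.01% Tween-20, 37 C 40 min. Released glucose detected by Amplex Red/glucose oxidase (Ex 573/Em 610); AC50 from Hill fits.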
Starred values were filed as active, the others as inactive; ? = inconclusive; & = joins results of further samples; [ ] = remark or other dose. Unless noted, calls follow the shape of the dose curve; as a rule, active = well fitted curve in the direction sought with a large enough effect; inconclusive = small, poorly fitted or top-dose-only effect, or another doubt; inactive = no such curve, though single readings can be large; an effect the other way counts as inactive or inconclusive. Unless noted, % is scaled to controls: 0 for no effect and ±100 for the full control effect; potency is read from the fitted curve at half-maximal effect.

1	COc1ccc(Nc2ncc(C(=O)Nc3cccc(Cl)c3)c3ccccc23)cc1
2	Cc1cccc(CSc2nc3ccncc3n2Cc2ccc(C(=O)O)cc2)c1
3	COc1ccccc1Nc1c2c(nc3ccc(NC(=O)/C=C/c4cccc(OC)c4OC)cc13)CCCC2
4	COCCN1CN=C(NS(=O)(=O)c2ccc(C)cc2)NC1
5	CCOc1ccc(CNC(=O)CCS(=O)(=O)c2ccc3c(c2)oc(=O)n3C)cc1
6	COc1ccc(-c2nc(Cn3c(SCc4cccc(F)c4)nc4cccnc43)c(C)o2)cc1

assay / compound	1	2	3	4	5	6
TRb-SRC2 inh	5%	0%	0%	9%	1%	11%
TR SRC2 fluor cs	-2%	?	-4%	-4%	1%	-26%
GAA glycogen mod	8%[76.3 µM]	-5%[76.3 µM]	0%[76.3 µM]	6%[76.3 µM]	-19%[76.3 µM]	-1%[76.3 µM]

7	CCOC(=O)c1oc2c(c1C)-c1nn(Cc3ccccc3Cl)cc1CC2
8	Cc1ccc(-c2sc(C(=O)Nc3ccc(Br)cc3)cc2CC(=O)O)cc1
9	COc1ccc(C2C=C(c3ccccc3)Nc3nc(NS(=O)(=O)c4ccc(C)cc4)nn32)cc1 (centres undefined)
10	Cc1c(CC(=O)N2CCCCC2)c(=O)oc2cc3occ(C(C)(C)C)c3cc12
11	O=C(Nc1nnc(N2CCCCCC2)s1)Nc1cc(F)ccc1F
12	Cc1cccc(NC(=O)CSc2nnc(N)s2)c1

assay / compound	7	8	9	10	11	12
TRb-SRC2 inh	1%	-1%	-7%	-1%	-7%	-13%
TR SRC2 fluor cs	-2%	1%	-2%	-1%	-1%	2%
GAA glycogen mod	11%[76.3 µM]	-13%[76.3 µM]	10%[76.3 µM]	8%[76.3 µM]	-6%[76.3 µM]	-3%[76.3 µM]

13	COc1ccc(Cn2cc(C(=O)c3ccc(C)c(C)c3)c(=O)c3ccccc32)cc1
14	COc1ccc(OC)c(CCNC(=O)c2cnn(-c3ccccc3)c2-n2cccc2)c1
15	Cc1cccc(N2CCN(C(=O)C3CCN(c4ncnc5c4nc4n5CCCCC4)CC3)CC2C)c1 (centres undefined)
16	Cc1cccc(OCC(=O)Nc2nc3c(s2)CC(C(C)(C)C)CC3)c1C (centres undefined)
17	Clc1ccccc1CSc1nnc(C2CCNCC2)o1
18	COc1ccccc1C1C=C(c2ccc(Cl)cc2)Nc2nc(-c3ccc(Cl)cc3)nn21 (centres undefined)

assay / compound	13	14	15	16	17	18
TRb-SRC2 inh	1%	6%	-6%	8%	-1%	0%
TR SRC2 fluor cs	-3%	-1%	20µM*[quencher]	0%	8%	-1%
GAA glycogen mod	7%[76.3 µM]	-8%[76.3 µM]	-10%[76.3 µM]	16%[76.3 µM]	-3%[76.3 µM]	-5%[76.3 µM]

19	COc1ccccc1NC(=O)C1=C(C)Nc2ncnn2C1c1ccccn1 (centres undefined)
20	CCn1cc(C(=O)NCc2ccc(F)cc2)c(=O)c2cc(S(=O)(=O)N(C)C)ccc21
21	COc1ccc(CCNC(=O)c2c(O)nc3c(C)cccn3c2=O)cc1OC
22	O=S(=O)(c1ccc(Cl)cc1)c1nnn2c1nc(NC1CCCCC1)c1sccc12
23	COCCNC(=O)c1nn(-c2ccc(C)cc2)c(=O)c2c1c1ccccc1n2C
24	COc1ccccc1CNc1nc2nc(C)c(Cl)c(C)n2n1

assay / compound	19	20	21	22	23	24
TRb-SRC2 inh	-1%	-5%	-12%	1%	5%	-18%[53 µM]
TR SRC2 fluor cs	0%	-1%	4%	-2%	-2%	0.022µM*[quencher]
GAA glycogen mod	-1%[76.3 µM]	16%[76.3 µM]	17%[76.3 µM]	9%[76.3 µM]	-4%[76.3 µM]	9%[76.3 µM]

The last 3 compounds of the section above come first, to join the parts:
22	O=S(=O)(c1ccc(Cl)cc1)c1nnn2c1nc(NC1CCCCC1)c1sccc12
23	COCCNC(=O)c1nn(-c2ccc(C)cc2)c(=O)c2c1c1ccccc1n2C
24	COc1ccccc1CNc1nc2nc(C)c(Cl)c(C)n2n1
25	C[C@@H](NC(=O)CN(c1ccccc1)S(=O)(=O)N(C)C)c1ccccc1
26	CCn1cc(C(=O)NCCc2ccc(C)cc2)c(=O)c2cc(S(=O)(=O)N3CCC(C)CC3)ccc21
27	Cc1ccc(C)c(S(=O)(=O)c2cn(C)c3cc(N4CCCCC4C)c(F)cc3c2=O)c1 (centres undefined)
28	CCOC(=O)c1ccc(NC(=O)CSc2nnc3c4ccccc4n(CC)c3n2)cc1
29	COc1ccc(-n2ccn(CC(=O)Nc3ccc(C)cc3C)c(=O)c2=O)cc1
30	Cc1c(Cl)cccc1NC(=O)CSc1cc(-c2ccccc2)ncn1

assay / compound	22	23	24	25	26	27	28	29	30
TRb-SRC2 inh	1%	5%	-18%[53 µM]	6%	-1%	-7%	-1%	2%	2%
TR SRC2 fluor cs	-2%	-2%	0.022µM*[quencher]	4%	-2%	6%	-2%	-26%	-5%
GAA glycogen mod	9%[76.3 µM]	-4%[76.3 µM]	9%[76.3 µM]	10%[76.3 µM]	-15%[76.3 µM]	-7%[76.3 µM]	5%[76.3 µM]	16%[76.3 µM]	-4%[76.3 µM]

31	O=C(CSc1ncc(-c2ccccc2)[nH]1)Nc1cccc(C(F)(F)F)c1
32	CCC(C)OC(=O)/C(C#N)=C\c1ccc(-c2cccc(C(F)(F)F)c2)o1 (centres undefined)
33	CCCn1c(CCC(=O)Nc2cc(C(=O)OC)cc(C(=O)OC)c2)nc2cccnc21
34	Cc1c(CCC(=O)NCCc2ccccc2)c(=O)oc2cc(O)ccc12
35	CCc1ccc(-n2c(=O)c3c4c(sc3n(Cc3ccc(F)cc3)c2=O)CCCC4)cc1
36	Cc1ccccc1OCCCn1c(CCNC(=O)C2CCCCC2)nc2ccccc21

assay / compound	31	32	33	34	35	36
TRb-SRC2 inh	-1%	3%	2%	9%	1%	-2%
TR SRC2 fluor cs	-1%	-16%	-2%	-53%	?	0%
GAA glycogen mod	-4%[76.3 µM]	15%[76.3 µM]	?	-5%[76.3 µM]	-1%[76.3 µM]	-19%[76.3 µM]

Structural class, those above containing fluorine
6	COc1ccc(-c2nc(Cn3c(SCc4cccc(F)c4)nc4cccnc43)c(C)o2)cc1
11	O=C(Nc1nnc(N2CCCCCC2)s1)Nc1cc(F)ccc1F
20	CCn1cc(C(=O)NCc2ccc(F)cc2)c(=O)c2cc(S(=O)(=O)N(C)C)ccc21
27	Cc1ccc(C)c(S(=O)(=O)c2cn(C)c3cc(N4CCCCC4C)c(F)cc3c2=O)c1 (centres undefined)
31	O=C(CSc1ncc(-c2ccccc2)[nH]1)Nc1cccc(C(F)(F)F)c1
32	CCC(C)OC(=O)/C(C#N)=C\c1ccc(-c2cccc(C(F)(F)F)c2)o1 (centres undefined)
35	CCc1ccc(-n2c(=O)c3c4c(sc3n(Cc3ccc(F)cc3)c2=O)CCCC4)cc1

assay / compound	6	11	20	27	31	32	35
TRb-SRC2 inh	11%	-7%	-5%	-7%	-1%	3%	1%
TR SRC2 fluor cs	-26%	-1%	-1%	6%	-1%	-16%	?
GAA glycogen mod	-1%[76.3 µM]	-6%[76.3 µM]	16%[76.3 µM]	-7%[76.3 µM]	-4%[76.3 µM]	15%[76.3 µM]	-1%[76.3 µM]

The list goes on:
37	COc1ccc(C2CC(=O)c3c([nH]c(C(=O)OC4CCCCCC4)c3C)C2)cc1OC (centres undefined)
38	CCN(CC)S(=O)(=O)c1ccc2c(c1)N(CC(=O)Nc1cccc(C#N)c1)C(=O)CO2
39	Cc1cccc(-c2c3c(=O)n(C)c(=O)n(C)c3cn2-c2cc(N)c(Cl)cc2Cl)c1
40	Cc1ccccc1Oc1nc2ccccn2c(=O)c1/C=C(\C#N)c1nc2ccccc2[nH]1
41	CCOC(=O)c1c(NC(=O)c2cc3ccccc3c(=O)o2)sc2c1CCC(C)C2 (centres undefined)
42	COc1ccc(-c2cn3c(n2)sc2cc(C(=O)Nc4c(C)cccc4C)ccc23)cc1

assay / compound	37	38	39	40	41	42
TRb-SRC2 inh	1%	-12%	-8%	10%	6%	-4%
TR SRC2 fluor cs	1%	-6%	5%	3%	1%	?
GAA glycogen mod	8%[76.3 µM]	-7%[76.3 µM]	-13%[76.3 µM]	2%[76.3 µM]	1%[76.3 µM]	16%[76.3 µM]

43	Cc1ccc(C(=O)Nc2cc(-c3nc4cc(Cl)ccc4o3)ccc2C)c(C)c1
44	COc1ccc(Cl)cc1NC(=O)c1ccc2c(c1)CCCN2S(C)(=O)=O
45	COc1ccc(OC)c(CNC(=O)CSc2c3c(nc4cc(Cl)ccc24)CCCC3)c1
46	CC1=C(c2ccc(C)c(C)c2)S(=O)(=O)N=C1N1CCC(C(=O)NCc2ccc(Cl)cc2)CC1
47	CCC1CCCCN1CCCNC(=O)c1cn(C)c2ccc(S(=O)(=O)N(C)C3CCCCC3)cc2c1=O (centres undefined)

assay / compound	43	44	45	46	47
TRb-SRC2 inh	-4%	-2%	7%	6%	-2%
TR SRC2 fluor cs	1%	-1%	0%	4%	-1%
GAA glycogen mod	12%[76.3 µM]	16%[76.3 µM]	9%[76.3 µM]	14%[76.3 µM]	6%&-8%[76.3 µM]

A portion of the library; the hit share may differ from the screen's.
